# From PubChem
# Cneo AK release: Cryptococcus neoformans cell lysis inducers, primary screen, AK release luminescence, single concentration; C. neoformans lysis, adenylate kinase release luminescence, 4 h; normalised: neutral wells 0, clomiphene wells 100; lysis activity, % at 15 µM; 0.2% of 360,000 active; AID 651654, 2012;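 active means mean lysis activity across replicates of at least 80%, whatever share of replicates individually reach that level; inactive means mean lysis activity below 80%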
#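 Material – log-phase Cryptococcus neoformans yeast cells · Input – 5 × 10^6 yeast cells/mL · Medium – fresh YPD growth medium · Doses – single compound concentration per well · Timing – static 4 h at 37 °C with compound, 1 h detection · Detection – adenylate kinase release luminescence · Read-out – signal increase indicating cell lysis · Control set – Clomiphene as positive lysis control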
# C2C12 statin: suppressors of statin myotoxicity in C2C12 myotubes, primary screen, cell-based, single point, plate reader; C2C12 myotubes + simvastatin, ATP luminescence, 48 h; scaled: DMSO 0, geranylgeraniol control 100; rescue of ATP level, % at 7.49 µM; 0.78% of 330,000 active;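 active means mean ATP rescue above about 67%, or every replicate alone reaching that limit, limit read from the data, passing the limit was not always enough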;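 further: myotubes were challenged with 10 µM simvastatin during compound exposure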
# GSIS activator: GLuc luminescence reporter in INS-1E cells, primary screen for activators of glucose-dependent secretion of insulin. 0.61% of 370,000 active. activation, % at 16.6 µM. INS-1E GLuc reporter insulin secretion, 2-3 h;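 active means lowest replicate activation of at least 40%, so every replicate reaches that level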;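 further: 0% = median of neutral control wells and 100% = median of IBMX positive control wells; some compounds called inactive have numbers as strong as hits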
# PGC1a acetyl inh: inhibitors of PGC1a acetylation signal, primary screen, cell-based, U2OS, AlphaScreen, inhibitor mode; AlphaScreen anti-acetyl-lysine; with virally co-expressed GCN5 acetyltransferase; inhibition, % at 15.6 µM; AID 651687, 2012; 0.17% of 350,000 active;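 active means every replicate shows inhibition of at least 40%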;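 further: 0% = neutral control wells and 100% = positive control wells; some results beyond the cut were filed as inactive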
# FN deposition inh: inhibitors of fibronectin matrix deposition, primary screen, AH1F cells, Alexa488-fibronectin fluorescence, plate reader; AH1F fibroblasts, overnight; inhibition, % at 12.6 µM; 0.086% of 350,000 active; AID 743247, 2014;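 active means mean inhibition across replicates of 30% or more, regardless of how many single replicates reach that level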;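 further: positive control wells lacked labelled fibronectin entirely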
#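 Material – AH1F fibroblast monolayer, labelled fibronectin deposition · Reagent – labelled fibronectin 24 nM · Timing – 1 h adhesion, overnight exposure · Measured by – fluorescence at 485 nm excitation, 525 nm emission · Read-out – inhibition of fibronectin deposition signal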
# miR-122 sensor: miR-122 Renilla sensor signal increase in Huh7, primary screen, miR-122 inhibitor project, cell-based, single point, plate reader; AID 602342, 2012; 0.3% of 340,000 active; Huh7 miR-122 Renilla luciferase sensor, 48 h; neutral wells = 0, positive control = 100; activation (reporter increase), % at 12.5 µM;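 active means mean replicate activation score at least 90 and every replicate individually at or above 90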;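 further: higher luciferase means less miR-122 activity so hits act as miR-122 inhibitors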
# PglD inh: C. jejuni PglD acetyltransferase inhibitors, primary screen, biochemical, DTNB colorimetric, single point | UDP-N-acetylbacillosamine N-acetyltransferase PglD (Campylobacter jejuni) | purified PglD enzyme, DTNB colorimetric CoA detection | inhibition, % at 12.5 µM | 0.098% of 360,000 active | AID 602405, 2012; in the data active means inhibition above about 16%, passing the limit was not always enough; further: strong numbers were not always called active
# CFTR F508del cor: F508del CFTR correction, initial screen, CFBE line, single point; CFBE cells, YFP halide quenching; stimulated with forskolin plus potentiator P3; % fluorescence drop versus neutral controls; activity (quench increase), % at 7.58 µM; 0.36% of 350,000 active; AID 720511, 2013;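 active means mean added fluorescence quench of at least 8% versus neutral control, with both replicates also reaching 8%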;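 further: cells transiently co-express mutant CFTR-F508del with the halide-sensitive YFP; corrector assay measuring rescue of mutant channel to the surface after 24 h compound exposure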
# * marks the source's active call; other numbers are inactive results; . = not tested or not shown; [ ] = another dose, or the depositor's remark.
# Second line of a record: Cneo AK release, C2C12 statin, GSIS activator, PGC1a acetyl inh, FN deposition inh, miR-122 sensor, PglD inh, CFTR F508del cor
COc1ccccc1C(=O)N/N=C/c1c[nH]c2ccccc12
    ., -15, 8, ., -3, ., ., 2.9
COc1ccc(S(=O)(=O)Nc2ccc3c(c2)C(=O)N([C@@H](C)CO)C[C@@H](C)[C@@H](CN(C)Cc2ccc(C(=O)O)cc2)OCCCC[C@@H](C)O3)cc1
    48, ., 5, -5, ., 3[16.7 µM], 13, -3.6
Cc1nn(CCC(=O)N2CCN(S(=O)(=O)c3ccccc3)CC2)c(C)c1C
    0, -55, 23, 17, 1, -3, 3, 0.5
Cc1ccc(S(=O)(=O)N(C)C[C@H]2OCCCC[C@H](C)Oc3ccc(NS(=O)(=O)c4c(C)noc4C)cc3C(=O)N([C@@H](C)CO)C[C@@H]2C)cc1
    -4, ., -15, 3, 1, -4[16.7 µM], 2, -1.5
C[C@@H]1CN([C@@H](C)CO)S(=O)(=O)c2ccc(Br)cc2O[C@H]1CN(C)C(=O)c1cnccn1
    -1, -1, -4, -5, -10, 6[16.7 µM], 0, -0.2
CC(=O)Nc1cccc(-c2ccnc3c2CC(C)(C(=O)Nc2cccc(OC(F)(F)F)c2)O3)c1 (stereo not given)
    0, -4, -22, 5, 18, 3, 0, 2.2
Cc1nnc(Nc2ccc(C(=O)N3CCOCC3)cc2)c2ccccc12
    3, -8, ., -4, 1, 1, -2, .
Nc1cc(OC(=O)c2c(F)cccc2Cl)nn1S(=O)(=O)c1ccccc1
    -1, -3, 2, 11, 0, 1, -1, -1.5
C[C@@H]1CN([C@H](C)CO)C(=O)c2cc(NC(=O)CCC(F)(F)F)ccc2O[C@@H](C)CCCCO[C@@H]1CN(C)Cc1ccc(Cl)c(Cl)c1
    0, ., -30, 9, ., -2[16.7 µM], -2, 0.6
COc1ccc(NC(=O)Nc2ccc3c(c2)C(=O)N([C@@H](C)CO)C[C@@H](C)[C@@H](CN(C)C(=O)Nc2ccc4c(c2)OCO4)OCCCC[C@@H](C)O3)cc1
    -3, ., -15, 16, ., 0[16.7 µM], 1, -0.2
CCC(C)NC(=O)CN(C1CCCCC1)S(=O)(=O)c1ccc(F)cc1 (stereo not given)
    3, 2, ., ., -1, 5, -6, -3.1
N#Cc1ccc(-c2ccc(C3Nc4ccccc4C(=O)N3O)o2)cc1 (stereo not given)
    2, -1, -21, ., -2, ., 1, 0.9
O=C(Nc1ccc(Cl)cc1)C1CCCN(C2=NS(=O)(=O)c3ccccc32)C1 (stereo not given)
    -1, 8, -6, 8, 3, -28, -2, 3.8
CCOC(=O)c1cccc(NC(=O)c2cc3sccc3n2C)c1
    3, 11, ., -22, ., 86, -2, .
O=C(/C=C/c1cccnc1)c1ccc(NC(=O)c2cccc(Br)c2)cc1
    0, -2, ., -5, 20, -2, -4, .
CC(C)CC#Cc1cnc2c(c1)C(=O)N([C@@H](C)CO)C[C@H](C)[C@H](CN(C)C(=O)Cc1cccnc1)O2
    53, 5, 2, 3, -7, -3[16.7 µM], 0, 1.1
O=C(NNC(=O)c1cccs1)c1ccc(Cl)nc1
    -1, -3, 30, 3, 4, 0, 5, 0.3
CCc1ccc([C@@H]2C[C@H]3[C@@H](CN2S(=O)(=O)c2ccc(C)cc2)C(=O)C[C@@H](c2ccc(Cl)cc2)N3S(=O)(=O)c2ccc(C)cc2)cc1
    2, -14, 5, 21, -2, 0, 3, -2.0
COC(=O)c1cc(NC(=O)CN(c2ccc3c(c2)OCO3)S(C)(=O)=O)ccc1Cl
    -1, ., ., -16, ., 3, -9, .
Nc1ccn([C@@H]2O[C@H](CNCc3cnc(N4CCOCC4)s3)[C@@H](O)[C@H]2O)c(=O)n1
    0, 12, 3, 7, -6, 0, -1, -1.0

# The closing two entries of the part before open the next one:
# Second line of a record: Cneo AK release, C2C12 statin, GSIS activator, PGC1a acetyl inh, FN deposition inh, miR-122 sensor, PglD inh, CFTR F508del cor
COC(=O)c1cc(NC(=O)CN(c2ccc3c(c2)OCO3)S(C)(=O)=O)ccc1Cl
    -1, ., ., -16, ., 3, -9, .
Nc1ccn([C@@H]2O[C@H](CNCc3cnc(N4CCOCC4)s3)[C@@H](O)[C@H]2O)c(=O)n1
    0, 12, 3, 7, -6, 0, -1, -1.0
C#CCOCCOCCOCCNc1nc(N2CCN(C(=O)[C@H](CCCCN)n3cc(CCCC)nn3)CC2)nc(N2CCN(C(=O)[C@H](Cc3ccc(O)cc3)n3cc(CCO)nn3)CC2)n1
    -1, -5, ., 2, ., -3, 1, .
COc1ccccc1C(=O)Nc1ccc(C(=O)c2ccccc2)cc1
    -11, -3, -2, 9, -8, -14, 2, -0.9
COCC(=O)N1C[C@H](C)[C@H](OC)CN(C)C(=O)c2ccc(NC(=O)c3ccc(OC)cc3)cc2OC[C@@H]1C
    1, -5, 2, -1, -7, ., -1, 2.5
CCOC(=O)Cc1csc(NC(=O)CSc2nnc(C3CC3)n2C)n1
    2, ., 21, 0, ., -8, 1, .
CCc1c(C)nc(SCC(=O)c2cccs2)c(C#N)c1C
    0, -9, ., -3, ., 3, 1, .
Cc1noc(C)c1NC(=O)Nc1ccc2c(c1)C(=O)N([C@@H](C)CO)C[C@H](C)[C@@H](CN(C)C(=O)Nc1c(C)noc1C)O2
    0, 3, 10, -5, ., -1[16.7 µM], -4, 1.1
CCC(=O)N1[C@H](CO)[C@H](c2ccccc2)[C@@H]1CN(CC)C(=O)c1ccc(F)cc1
    1, -11, 4, 2, -10, 0[16.7 µM], -1, 1.1
C=CCCC(=O)N(C)CCO
    0, 6, -5, ., 3, ., -3, 1.8
C=CCn1c(=O)c2ccccc2n2c(SCC(=O)NCCc3ccccc3)nnc12
    2, 13, ., -1, -7, -2, -1, .
CN(C)c1ccc2c(c1)[C@@H]1C[C@H](CC(=O)NCc3ccc(-c4ccccc4)cc3)O[C@@H](CO)[C@@H]1O2
    -2, -11, -12, -6, -17, 1[16.7 µM], 8, 0.3

# Four records drawn at random from those above:
# Second line of a record: Cneo AK release, C2C12 statin, GSIS activator, PGC1a acetyl inh, FN deposition inh, miR-122 sensor, PglD inh, CFTR F508del cor
COCC(=O)N1C[C@H](C)[C@H](OC)CN(C)C(=O)c2ccc(NC(=O)c3ccc(OC)cc3)cc2OC[C@@H]1C
    1, -5, 2, -1, -7, ., -1, 2.5
CCOC(=O)Cc1csc(NC(=O)CSc2nnc(C3CC3)n2C)n1
    2, ., 21, 0, ., -8, 1, .
Cc1noc(C)c1NC(=O)Nc1ccc2c(c1)C(=O)N([C@@H](C)CO)C[C@H](C)[C@@H](CN(C)C(=O)Nc1c(C)noc1C)O2
    0, 3, 10, -5, ., -1[16.7 µM], -4, 1.1
CN(C)c1ccc2c(c1)[C@@H]1C[C@H](CC(=O)NCc3ccc(-c4ccccc4)cc3)O[C@@H](CO)[C@@H]1O2
    -2, -11, -12, -6, -17, 1[16.7 µM], 8, 0.3

# (next part)
# Second line of a record: Cneo AK release, C2C12 statin, GSIS activator, PGC1a acetyl inh, FN deposition inh, miR-122 sensor, PglD inh, CFTR F508del cor
COc1cc(C(=O)NN2C(=O)NC3(CCC(C)CC3)C2=O)ccc1OC(F)F (stereo not given)
    -3, -1, 9, -5, -1, ., 1, 4.0
CC(=O)Nc1ccc(S(=O)(=O)Nc2cccc(NC(=O)c3ccco3)c2)cc1
    ., 5, -3, 1, -4, 12, ., 0.1
COCCn1c(SCC(=O)Nc2cc(C)on2)nnc1-c1ccco1
    -2, ., ., 19, ., 3, 2, .
CC12CCC(C(=O)NCc3ccc4c(c3)OCO4)(CC1=O)C2(C)C (stereo not given)
    0, ., ., -4, 0, 3, 7, .
COc1ccc2c(c1)CCC/C2=N\Nc1nc(C(=O)NN)cs1
    -2, ., -2, 7, -4, -3, 1, 2.2
C[C@H](CO)N1C[C@H](C)[C@@H](CN(C)S(=O)(=O)c2cn(C)cn2)Oc2c(NS(C)(=O)=O)cccc2C1=O
    -1, 4, 6, -19, 2, 4[16.7 µM], 9, -0.1
O=C1CC(SCc2nc3ccccc3[nH]2)C(=O)N1c1cccc(F)c1 (stereo not given)
    -9, -20, -31, 7, ., 3, -3, -2.3
CN(Cc1c(C(=O)N/N=C/c2ccccc2O)nnn1-c1nonc1N)C1CCCCC1
    2, 18, 518*, 2, 10, 10, -1, 5.7
COc1ccc(C)cc1NS(=O)(=O)c1ccc2c(c1)oc(=O)n2C
    4, 2, 7, -4, 0, 40, -5, 1.0
O=C(C[C@H]1C=C[C@H](NS(=O)(=O)c2ccccc2)[C@@H](CO)O1)NCc1ccc(Cl)c(Cl)c1
    -14, 24, 7, -7, ., ., -3, 1.6

# GSIS activator: what is marked active above
smiles	GSIS activator	PGC1a acetyl inh	miR-122 sensor	PglD inh	CFTR F508del cor
CN(Cc1c(C(=O)N/N=C/c2ccccc2O)nnn1-c1nonc1N)C1CCCCC1	518*	2	10	-1	5.7

# (next part)
# Second line of a record: Cneo AK release, C2C12 statin, GSIS activator, PGC1a acetyl inh, FN deposition inh, miR-122 sensor, PglD inh, CFTR F508del cor
CCOc1cc(C(=O)OC(C)C(=O)Nc2ccc(S(N)(=O)=O)cc2)ccc1OCC(=O)N1CCOCC1 (stereo not given)
    ., 1, 10, 0, 3, -4, 8, 3.8
CN(C(=O)c1cccc(NC(=O)Cc2cccc([N+](=O)[O-])c2)c1)C1CCCCC1
    6, 4, ., ., -4, -3, -1, 1.1
O=C(Nc1ccc2c(c1)[C@H]1C[C@@H](CC(=O)N3CCc4ccccc4C3)O[C@@H](CO)[C@H]1O2)C1CCOCC1
    23, -4, 7, 1, ., -6[16.7 µM], -1, 3.2
C/C=C/c1ccc2c(c1)O[C@H](CN(C)C(=O)Cc1ccncc1)[C@H](C)CN([C@H](C)CO)S2(=O)=O
    0, -22, -2, 1, ., -19[16.7 µM], -2, -1.4
Cc1nc2ccccc2c(=O)n1/N=C/c1ccc(O)c(O)c1O
    0, -1, -13, ., -1, ., -7, 4.9
COc1cccc(NC(=O)N(C)C[C@@H]2Oc3cc(-c4ccccc4F)ccc3S(=O)(=O)N([C@@H](C)CO)C[C@H]2C)c1
    -2, -43, -20, -7, -15, -4[16.7 µM], 0, -3.2
COC(=O)C(OC(=O)c1ccc(OC)cc1)C(=O)OC
    2, ., ., ., 0, -6, -4, .
O=C1c2ccccc2NC(c2ccc(-c3cccc(Cl)c3)o2)N1O (stereo not given)
    4, ., -18, 18, ., -5, -2, -1.6
C[C@@H]1CN([C@@H](C)CO)S(=O)(=O)c2ccc(-c3ccc(F)cc3)cc2O[C@@H]1CN(C)C(=O)Nc1ccccc1F
    62, -64, -12, 16, ., 16[16.7 µM], -3, 3.6
CCC(=O)N(C)C[C@@H]1Oc2cc(-c3ccncc3)ccc2S(=O)(=O)N([C@H](C)CO)C[C@@H]1C
    0, -15, 7, 3, -11, 0[16.7 µM], -2, -2.2
